Assay outcomes deposited in PubChem by National Center for Advancing Translational Sciences (NCATS).
TDP1 cell noCPT = qHTS for Inhibitors of human tyrosyl-DNA phosphodiesterase 1 (TDP1): qHTS in cells in absence of CPT. DT40 Tdp1-/- hTDP1 cells, no CPT, ATP luminescence, 48 h. Potency, µM (doses to about 46.2 µM), inactives show top-dose activity change, negative = growth inhibition, most hits filed as inhibitors. actives 15% (n = 420,000). AID 686978, 2013; further: nearly all actives have a fitted effect of over 55% in size
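Readout: luminescence from CellTiter-Glo after 30 min in the dark at RT. Cells: DT40 Tdp1-/- with stable hTDP1, 400/well. Exposure: compounds alone, ≥48 hr, 37 °C.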
TDP1 cell CPT = qHTS for Inhibitors of human tyrosyl-DNA phosphodiesterase 1 (TDP1): qHTS in cells in presence of CPT; chicken DT40 Tdp1-/-;hTDP1 cells + 20 nM CPT, ATP luminescence, 48 h; Potency, µM (series often up to 46.2 µM), without a hit: at the top dose activity change, negative = growth inhibition, most hits filed as inhibitors; actives 12% (n = 420,000); AID 686979, 2013; further: nearly all actives have a fitted effect of over 55% in size
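Chicken DT40 Tdp1-/- cells stably complemented with human TDP1 were seeded at 400 cells/well in medium containing 20 nM camptothecin, exposed to pin-transferred compounds, and grown at 37 °C for at least 48 hr. Viability was read as ATP luminescence.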
KAT2A inh = qHTS Assay for Inhibitors of GCN5L2 | Histone acetyltransferase KAT2A (Homo sapiens), Q92830 | GCN5L2 HAT assay, ThioGlo1 CoA-SH fluorescence | Potency, µM (top dose mostly 58.9 µM), inactives show at the highest dose activity change, negative = inhibition, hits mostly inhibitors | actives 0.21% (n = 390,000) | AID 504327, 2011
Target sequence (Q92830 whole entry, looked up): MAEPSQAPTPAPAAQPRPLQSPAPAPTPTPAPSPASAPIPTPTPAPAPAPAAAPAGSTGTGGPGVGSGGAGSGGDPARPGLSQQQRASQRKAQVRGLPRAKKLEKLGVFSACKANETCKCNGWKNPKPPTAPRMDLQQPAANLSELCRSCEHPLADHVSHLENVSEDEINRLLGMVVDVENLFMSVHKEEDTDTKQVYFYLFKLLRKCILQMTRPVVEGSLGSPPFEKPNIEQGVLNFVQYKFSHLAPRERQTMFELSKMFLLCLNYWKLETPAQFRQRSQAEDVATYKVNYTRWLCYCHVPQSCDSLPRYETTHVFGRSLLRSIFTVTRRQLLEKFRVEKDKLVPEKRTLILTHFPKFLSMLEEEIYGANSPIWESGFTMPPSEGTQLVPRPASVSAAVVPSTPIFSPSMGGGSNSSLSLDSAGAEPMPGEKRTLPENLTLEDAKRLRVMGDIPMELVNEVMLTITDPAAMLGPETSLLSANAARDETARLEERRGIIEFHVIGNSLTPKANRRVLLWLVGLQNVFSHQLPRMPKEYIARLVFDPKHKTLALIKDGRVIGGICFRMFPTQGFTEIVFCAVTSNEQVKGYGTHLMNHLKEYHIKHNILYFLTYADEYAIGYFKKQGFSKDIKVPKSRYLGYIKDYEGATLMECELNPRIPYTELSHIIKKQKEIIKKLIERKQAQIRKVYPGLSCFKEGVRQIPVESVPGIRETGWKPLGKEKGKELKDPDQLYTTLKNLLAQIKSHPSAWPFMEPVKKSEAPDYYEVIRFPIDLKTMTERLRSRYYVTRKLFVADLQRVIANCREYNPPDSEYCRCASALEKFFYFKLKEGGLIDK
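ThioGlo1-coupled HAT assay: 20nM GCN5L2, 70uM acetyl-CoA, 75uM H3(1-25) peptide, pH 7.5. Fluorescence read at 340/540nm at start and after 20 min at room temperature.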
* hit, by the source's call; ? = inconclusive; / = not tested or not shown; & = joins results of further samples. The call rests on the fitted dose curve; in most records, active means well fitted curve in the direction sought with a large enough effect; inconclusive means small, poorly fitted or top-dose-only effect, or another doubt; inactive means no such curve, though single readings can be large; an effect the other way counts as inactive or inconclusive. On the % scale 0 is the no-effect control and ±100 the full control effect; potency means the concentration at half of the fitted maximal effect. Not all compounds are listed (hit frequency here may not be typical).

SMILES	TDP1 cell noCPT	TDP1 cell CPT	KAT2A inh
Cc1ccc(S(=O)(=O)c2nnn3c2nc(NC2CCCCC2)c2sccc23)cc1C	?	?	6%
CN(c1ccccc1)S(=O)(=O)c1ccc(C(=O)N2CCCC(C(F)(F)F)C2)cc1 (centres undefined)	?	?	-6%
O=C(CCn1c(=O)sc2ccccc21)NCc1cccs1	-1%	4%	1%
COC(=O)c1sc(-c2ccc(C(C)(C)C)cc2)cc1NC(=O)COCC(=O)O	?	-3%	-9%
CCCC(C(=O)NCCC(C)C)N(Cc1ccccc1Cl)C(=O)c1snc(C(N)=O)c1N (centres undefined)	?	?	-11%
CCC(Oc1ccccc1)C(=O)N1CCN(S(=O)(=O)c2ccccc2)CC1 (centres undefined)	?	-14%	2%
CCOC(=O)N1CCN(C(=O)c2cnn(-c3cccc(C)c3)c2-n2cccc2)CC1	?	?	-2%
O=C1CC(N2CCN(S(=O)(=O)c3ccccc3F)CC2)C(=O)N1c1ccccc1F (centres undefined)	23%	-1%	/
O=C(Nc1ccccc1)Nc1cccc(NC(=O)Nc2ccccc2)c1F	-2%	4%	-1%
COCCNC(=O)c1sc2nc3n(c(=O)c2c1C)CCC3	-14%	3%	4%
CCN(CC(=O)NCc1ccc(Cl)cc1)C(=O)c1cc(S(=O)(=O)NCc2ccccc2)ccc1C	21µM*	?	-4%
O=C(Nc1ccc(F)cc1F)c1ccccc1-c1ccccc1	?	-4%	0%
CC(C)(C)NC(=O)C(c1ccc(O)cc1)N(C(=O)CCC(=O)Nc1nccs1)c1ccccc1F (centres undefined)	-9%	2%	1%
CCc1c(C)nc(SC)n(CC#N)c1=O	-2%	-13%	0%
O=C(Cc1coc2cc3c(cc12)CCC3)OCc1cc(=O)n2c(n1)sc1ccccc12	-23%	-1%	-29%
CC(C)CCN1CC(=O)N2[C@@H](Cc3c([nH]c4ccccc34)C2(C)C)C1=O	?	?	-4%
COc1ccc(-c2cc(-n3c(C(F)(F)F)nc4ccccc43)n(CCC#N)n2)cc1	?	?	-13%
O=S(=O)(c1ccccc1)c1cnc(-c2cccnc2)nc1-c1ccc(Cl)cc1Cl	?	?	-26%
COC(=O)C1=C(Nc2ccccc2NC(=O)CCCC(=O)O)CSC1	0%	2%	0%
CCOC(=O)c1c(C)nc2sc3c(=O)[nH]cnc3c2c1-c1ccc(OC)cc1	?	-19%	2%
O=C(C1CCN(S(=O)(=O)c2ccccc2)CC1)N1CCCCC1	-24%	7%	0%
CCOC(=O)[C@]12CCC=C1N(Cc1ccc(Cl)cc1Cl)C(=O)[C@H](CC(=O)N1CCOCC1)C2	21µM*	?	/
CCCc1cc(=O)[nH]c(SCc2ccc(C#N)cc2)n1	-9%	-23%	-3%
CCCc1ccc(S(=O)(=O)N/N=C\c2ccc3c(c2)OCO3)cc1	6%	?	-13%
CCOc1ccc(Cc2onc3c2C(=O)CC(C)(C)C3)cc1OCC	?	?	-8%
COc1ccc(NC(=O)NCc2ccc3c(c2)OCO3)cc1OC	-28%	-17%	-20%
CCOC(=O)c1c(C)[nH]c(C2=NNC(=Nc3ccccc3OC)SC2)c1C	18µM*	?	-8%
Cc1cccc(OCC(=O)Nc2ccc(Cl)c(-c3nc4ccccc4[nH]3)c2)c1	?	?	-9%
CC(=O)NC(CC(=O)OCC(=O)c1ccc(NC(=O)CC(C)C)cc1)c1ccccc1 (centres undefined)	3%	-19%	-1%
CCS(=O)(=O)Nc1cc(C(=O)O)ccc1C	-10%	-4%	-4%
COCCn1c(SCC(=O)N2CCCc3ccccc32)nnc1-c1ccco1	1%	0%	-14%
CN(C)C(=O)c1ccc(-c2cncnc2NC2CCNCC2)cc1	0%	-30%	-7%
CC(C)c1ccc(S(=O)(=O)c2nnn3c2nc(NCCc2ccccc2)c2sccc23)cc1	?	?	-12%
COc1ccc(-c2cc(C(=O)NCCCn3ccnc3)no2)cc1	-21%	-16%	-10%
Cc1nn(S(=O)(=O)c2ccc(C(C)C)cc2)c(C)c1S(=O)(=O)N1CCCCCC1	2%	-5%	2%
CC(NC(=O)Nc1ccccc1F)C(C)(C)C (centres undefined)	-4%	-9%	-2%
CSc1cccc(Nc2cc(C(=O)NC3CCCCC3)c3ccccc3n2)c1	-25%	?	-5%
Cc1cc(C)c2c(ccc3ccccc32)n1	-14%	2%	/
CCNC(=S)NNc1nc(N2CCCCC2)nc(N2CCOCC2)n1	1%	4%	1%
C[C@@H]1CN([C@H](C)CO)C(=O)CCCn2nncc2CO[C@H]1CN(C)S(=O)(=O)c1ccc2ccccc2c1	?	-21%	/

An excerpt from above in order of count of non-hydrogen atoms, falling:
SMILES	TDP1 cell noCPT	TDP1 cell CPT	KAT2A inh
C[C@@H]1CN([C@H](C)CO)C(=O)CCCn2nncc2CO[C@H]1CN(C)S(=O)(=O)c1ccc2ccccc2c1	?	-21%	/
CCOC(=O)[C@]12CCC=C1N(Cc1ccc(Cl)cc1Cl)C(=O)[C@H](CC(=O)N1CCOCC1)C2	21µM*	?	/
CC(=O)NC(CC(=O)OCC(=O)c1ccc(NC(=O)CC(C)C)cc1)c1ccccc1 (centres undefined)	3%	-19%	-1%
Cc1nn(S(=O)(=O)c2ccc(C(C)C)cc2)c(C)c1S(=O)(=O)N1CCCCCC1	2%	-5%	2%
CSc1cccc(Nc2cc(C(=O)NC3CCCCC3)c3ccccc3n2)c1	-25%	?	-5%
CCOC(=O)c1c(C)[nH]c(C2=NNC(=Nc3ccccc3OC)SC2)c1C	18µM*	?	-8%
CCNC(=S)NNc1nc(N2CCCCC2)nc(N2CCOCC2)n1	1%	4%	1%
CN(C)C(=O)c1ccc(-c2cncnc2NC2CCNCC2)cc1	0%	-30%	-7%
O=C(C1CCN(S(=O)(=O)c2ccccc2)CC1)N1CCCCC1	-24%	7%	0%
CCCc1cc(=O)[nH]c(SCc2ccc(C#N)cc2)n1	-9%	-23%	-3%
CC(NC(=O)Nc1ccccc1F)C(C)(C)C (centres undefined)	-4%	-9%	-2%
CCS(=O)(=O)Nc1cc(C(=O)O)ccc1C	-10%	-4%	-4%

New compounds follow
SMILES	TDP1 cell noCPT	TDP1 cell CPT	KAT2A inh
CC1CN(C(=O)Cc2ccc(-c3ccccc3)cc2)CC(C)O1 (centres undefined)	?	?	-5%
O=C(NCCCn1ccnc1)c1cccc(Cl)c1	-1%	25%	16%
CC(Oc1ccc(F)cc1)C(=O)Nc1ccc(N2CCOCC2)cc1N1CCOCC1 (centres undefined)	?	-26%	-2%
Cc1ccc(CNS(=O)(=O)c2ccc([N+](=O)[O-])cc2)cc1	-3%	-5%	-5%
C#CCOCCOCCOCCNc1nc(N2CCN(C(=O)Cn3cc(CC(C)O)nn3)CC2)nc(N2CCN(C(=O)[C@H]([C@@H](C)CC)n3cc(CCCCN)nn3)CC2)n1 (some centres undefined)	14%	3%	/
COc1ccc(CCNC(=O)CN2CCCc3ccccc32)cc1OC	-24%	?	0%
CC(CCC(=O)O)C1CCC2C3CC[C@H]4CC(O)CC[C@@]4(C)C3C=C[C@]12C (some centres undefined)	?	?	-26%
CCOC(=O)c1c(C)[nH]c(CCC(=O)NCCCN2CCN(c3cc(C)ccc3C)CC2)c1C	4.6µM*	4.6µM*	2%
Cc1ccccc1Cn1nc(C)c(NC(=O)c2noc3c2CC(C(C)(C)C)CC3)c1C (centres undefined)	?	?	-2%
CCN(CC(=O)Nc1ccc(NC(C)=O)cc1)C(=O)c1cccc(S(=O)(=O)N2c3ccccc3CC2C)c1 (centres undefined)	-3%	-4%	-19%
CCn1c(Cc2ccc(OC)cc2)nnc1SCC(=O)Nc1nc2ccccc2s1	-4%	?	-1%
Cc1ccc(S(=O)(=O)N2CCC(c3nnc(SCCN4CCCC4)n3C)CC2)cc1	-23%	-2%	-5%
Cc1ccc(C(=O)Nc2ccc(C(=O)N3CCCCC3C)cc2)cc1 (centres undefined)	2%	5%	19%
COc1ccc(C2CC(=O)C(C=NCC(C)C)=C(O)C2)cc1 (centres undefined)	-3%	-5%	-14%
COc1ccc(N2CCN(C(CNC(=O)C(=O)NCc3cccnc3)c3cccnc3)CC2)cc1 (centres undefined)	?	?	3%
CNc1ccc(C=O)cc1I	-22%	8%	/
C=C1CCN([C@H](C(=O)NCc2ccc(OC)cc2)C(C)C)S(=O)(=O)c2ccccc21	-12%	-18%	-23%
COc1ccc(C2C(C#N)=C(N)N(Nc3ccccc3)C3=C2C(=O)CC(C)(C)C3)cc1C (centres undefined)	-16%	-14%	-11%
CCCN(CCC)C(=O)c1ccc2c(c1)N(CC)C(=O)c1ccccc1S2(=O)=O	?	?	-12%
CCCCN(CC)C(=O)c1cc2c(=O)n3cccc(C)c3nc2n1C	16µM*	?	-2%
COc1ccc(NC(=O)c2ccc(Cn3cc(Cl)cn3)cc2)cc1	?	-13%	-11%
CCCOC(=O)Nc1nc(-c2ccc(C)cc2)c(C)s1	?	-22%	1%
CC(=O)N[C@H]1[C@H]([C@H](O)[C@H](O)CO)OC(C(=O)O)=C[C@@H]1O	7%	-10%	/
CC1=C(c2ccc(F)cc2)S(=O)(=O)N=C1N1CCC(C(=O)NCCc2ccccc2)CC1	0%	15%	-22%
C=CCNC(=S)Nc1ccccc1-c1nnc2n1CCCCC2	-3%	2%	-2%
Cc1ccc(-c2nc(=S)c3c(n2CCN2CCOCC2)CC(C)(C)OC3)cc1	-1%	-3%	-5%
COc1ccc(-c2noc(-c3ccc(N4CCN(c5ccccc5)CC4)c([N+](=O)[O-])c3)n2)cc1	-11%	?	-8%
Cc1ccc(N2CCN(/N=C/c3c(C)nn(-c4ccccc4)c3Cl)CC2)cc1	-16%	-14%	-8%
Cc1ccc(C(O)C(=O)c2ccco2)cc1 (centres undefined)	-10%	-25%	-3%
Cc1cc(C)n(C(C)CNS(=O)(=O)c2ccc(Cl)cc2)n1 (centres undefined)	-8%	7%	-1%
O=C(Cc1ccc2c(c1)OCCO2)Nc1cc(C(F)(F)F)ccc1N1CCOCC1	?	?	-4%
Cc1[nH]nc2oc(=O)c(CCO)c(C)c12	4%	-89%	1%
COc1ccc(NCc2nnc(SCC(=O)Nc3cccc(C)c3)o2)cc1	-23%	-7%	-6%
Cc1nnc(N2C(=O)c3oc4ccccc4c(=O)c3C2c2cccc(OCCC(C)C)c2)s1 (centres undefined)	?	-6%	2%
CCOC(=O)NC1(C(F)(F)F)N=C(c2ccccc2)NC1=O (centres undefined)	-19%	-12%	-2%
Cc1ccc(NC(=O)Cn2c(CCC(=O)O)ccc2-c2cccs2)cc1	5%&1%	-2%&-4%	-6%&-21%
CCOC(=O)c1ccc(NC(=O)CNC(=O)c2ccccc2)cc1	4%	8%	-2%
O=C(c1ccc2c(c1)N(Cc1cccc(Cl)c1)C(=O)c1ccccc1S2(=O)=O)N1CCC(Cc2ccccc2)CC1	4.1µM*	4.1µM*	-3%
O=C(C1=C(O)C(=O)N(CCN2CCOCC2)C1c1ccccc1)c1cccs1 (centres undefined)	1%	1%	/
Fc1cccc(C2CC(c3cccc(Br)c3)Nc3nnnn32)c1 (centres undefined)	-23%	-14%	-1%
CC(C)CCNC(=O)CN(Cc1ccc2c(c1)OCO2)C(=O)CCC(=O)Nc1ccccn1	-30%	-16%	-5%
COc1ccc(C2=NN(CCC(=O)NCc3ccc4c(c3)OCO4)C(=O)CC2)cc1	-13%	1%	-1%
Cc1ccc(-c2csc(N)n2)cc1	-5%	3%	/
Cc1cccc(C)c1NC(=O)Cn1c(SCC(=O)NCc2ccccc2)nc2ccccc21	?	?	-2%
O=C(Nc1ccccc1C(=O)O)c1cccc(NC(=O)c2ccco2)c1	9%	-1%	-13%
COc1ccccc1NC(=S)N1CCN(C(=O)C2CCCO2)CC1 (centres undefined)	2%	-19%	3%
COc1ccc(Cc2c(O)nc(SCC(=O)c3ccc(OC)cc3)[nH]c2=O)cc1	2%	5%	-5%
